# Screening data from PubChem BioAssay.
# HCV core dimer: HCV core protein dimerization inhibition; TR-FRET GST/Flag-core106 dimerization, 1536-well; inhibition, % at 5 µM; 300,000 compounds, 0.33% hits; AID 1899;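 active = inhibition above the mean of all tested compounds plus 3 SD, set per screening campaign, cut at about 45% in these data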
#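 Material: GST/Flag-tagged HCV core106 proteins. Incubation: 4 h, 22.5 °C incubation. Read-out basis: inhibition (%) from 671 over 617 nm ratio. Measured by: TR-FRET, excitation 340 nm, emission 617 and 671 nm.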
# Efflux pump mplx: antifungal efflux pump inhibition, Nile Red retention; S. cerevisiae Candida pump triplex; inhibition, % at 10 µM; 330,000 compounds, 0.44% hits;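 active = plate passing quality check with inhibition over a set limit, or well fluorescence over plate mean plus 4 SD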;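 note: Nile Red retained in pooled yeast measured as flow cytometry median fluorescence; 0% = buffer negative control and 100% = Enniatin B positive control; higher means more Nile Red kept so more efflux inhibition; some compounds called inactive have numbers as strong as hits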
# PP1 inh: PP1-alpha (human) inhibition in PP5 counter-screen; P62136; purified PP1alpha, OMFP fluorescence; inhibition, % at 6.7 µM; 320,000 compounds, 0.9% hits; AID 2235;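 active = inhibition above the mean inhibition of all tested compounds plus 3 SD, computed separately for each screening campaign, cut at about 15% in these data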
# Target sequence (P62136 whole entry, looked up): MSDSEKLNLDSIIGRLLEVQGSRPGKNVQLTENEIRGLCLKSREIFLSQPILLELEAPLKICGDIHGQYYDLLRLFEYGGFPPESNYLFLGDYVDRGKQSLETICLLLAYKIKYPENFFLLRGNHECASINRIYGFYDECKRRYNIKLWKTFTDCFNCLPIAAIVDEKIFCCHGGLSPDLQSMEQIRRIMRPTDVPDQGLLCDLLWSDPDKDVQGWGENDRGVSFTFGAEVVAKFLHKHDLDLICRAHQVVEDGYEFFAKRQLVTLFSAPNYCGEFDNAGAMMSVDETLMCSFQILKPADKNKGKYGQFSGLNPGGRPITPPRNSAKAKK
# CTSL1 counter: counter-screen for PFM18AAP inhibitors: inhibitors of F. hepatica cathepsin L1; inhibition, % at 5.96 µM; 300,000 compounds, 0.49% hits; recombinant F. hepatica cathepsin L1, Z-Leu-Arg-MCA fluorescence; AID 1906;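 active = inhibition above the mean of all tested compounds plus 3 SD, set per screening campaign, cut at about 17% in these data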;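 note: 0% = plate median of test compound wells and 100% = 1 µM Z-Phe-Ala-diazomethylketone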
# EBNA-1 inhibitor: blocks EBNA-1 binding to DNA | EBNA-1 DNA binding, fluorescence polarization | inhibition, % at 14.8 µM | 300,000 compounds, 0.34% hits | AID 1950; in the data active = inhibition above about 28%
# ZTA counter: blocks Epstein-Barr virus ZTA, an EBNA-1 counter-screen | ZTA-DNA binding, fluorescence polarization | AID 2234 | inhibition, % at 11 µM | 320,000 compounds, 0.15% hits | P03206; in the data active = inhibition above about 33%
# Target sequence (P03206 whole entry, looked up): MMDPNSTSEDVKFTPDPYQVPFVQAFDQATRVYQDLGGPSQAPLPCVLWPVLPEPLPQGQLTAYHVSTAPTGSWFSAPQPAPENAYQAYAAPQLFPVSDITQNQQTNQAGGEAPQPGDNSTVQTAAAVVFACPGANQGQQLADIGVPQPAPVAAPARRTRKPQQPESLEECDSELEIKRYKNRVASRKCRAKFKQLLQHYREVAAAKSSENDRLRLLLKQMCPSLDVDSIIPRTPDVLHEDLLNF
# TPT1 inh: C. albicans TPT1 enzyme inhibition; inhibition, % at 5 µM; AID 1962; recombinant caTPT1, FP RNA substrate dephosphorylation; 300,000 compounds, 0.81% hits;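 active = inhibition above the mean of all tested compounds plus 3 SD, set per screening campaign, cut at about 24% in these data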;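 note: plate controls were DMSO alone for no effect and ferristatin control at 100 nM for full effect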
# PREPL inhibitor: inhibitors of human prolyl oligopeptidase-like enzyme PREPL. Q4J6C6. recombinant PREPL, fluorescence polarization activity-based probe. inhibition, % at 5.96 µM. 320,000 compounds, 0.68% hits; in the data active = inhibition above about 43%;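 note: 0% = enzyme with DMSO and 100% = wells lacking enzyme; many of its hits are not listed in these tables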
# PP5 inh: PP5 (human) phosphatase inhibition. P53041. 320,000 compounds, 0.18% hits. purified PP5c, OMFP substrate fluorescence. inhibition, % at 6.7 µM;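 active = inhibition above the campaign's mean inhibition across all tested compounds plus 3 SD, cut at about 9.5% in these data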;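 note: 0% = DMSO only and 100% = 100 µM cantharidin control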
# Target sequence (P53041 whole entry, looked up): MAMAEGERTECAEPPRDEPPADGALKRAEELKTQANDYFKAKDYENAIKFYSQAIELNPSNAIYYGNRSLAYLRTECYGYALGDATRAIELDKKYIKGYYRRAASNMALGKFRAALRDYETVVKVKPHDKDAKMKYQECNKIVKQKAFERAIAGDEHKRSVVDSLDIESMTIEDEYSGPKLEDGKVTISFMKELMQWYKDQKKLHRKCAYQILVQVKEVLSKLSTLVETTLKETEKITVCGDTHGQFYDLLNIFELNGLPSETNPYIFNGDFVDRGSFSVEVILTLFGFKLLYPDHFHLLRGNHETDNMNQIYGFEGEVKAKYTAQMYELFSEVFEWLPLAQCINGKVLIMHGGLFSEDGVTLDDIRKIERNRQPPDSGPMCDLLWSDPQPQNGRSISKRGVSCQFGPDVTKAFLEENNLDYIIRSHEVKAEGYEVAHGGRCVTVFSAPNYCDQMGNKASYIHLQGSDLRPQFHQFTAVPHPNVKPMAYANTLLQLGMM
# * marks the source's active call; other numbers are inactive results; . = no result given. This is a subset; rates above refer to the full screens.
(1) Cc1ccc(-c2c[n+](CC(=O)c3cccs3)c3n2CCC3)cc1
(2) NC(=O)c1ccsc1NC(=O)CS(=O)(=O)c1ccc(F)cc1
(3) CCCN(C(=O)CSc1nnnn1C)c1c(N)n(Cc2ccccc2)c(=O)[nH]c1=O
(4) N#CCNc1ccc([N+](=O)[O-])cc1C#N
(5) O=C(O)CCC(=O)/C=C/c1ccccc1
(6) Cc1ccc(S(=O)(=O)N2CCC(C(=O)OCC(=O)N(C)CC(=O)Nc3ccc(F)cc3)CC2)cc1C
(7) Cc1ccc(S(=O)(=O)N2CCCC2C(=O)Oc2ccccc2)cc1 (stereo not given)
(8) COc1cc(C(C)=O)ccc1OCC(O)CNCC1(N2CCCCC2)CCCCC1 (stereo not given)
screen / no.,1,2,3,4,5,6,7,8
HCV core dimer,1,-3,-3,2,0,-1,-1,-15
Efflux pump mplx,-0.1,0.8,0.0,0.3,-0.1,0.0,0.1,0.0
PP1 inh,-9,-4,1,-3,-2,-3,1,-2
CTSL1 counter,-2,-1,5,5,1,-1,-7,-1
EBNA-1 inhibitor,-4,-2,-3,-4,1,-5,3,-1
ZTA counter,-6,-1,1,0,12,-22,8,5
TPT1 inh,-1,1,-1,3,-2,-4,-3,-1
PREPL inhibitor,-30,10,19,25,-1,16,28,2
PP5 inh,0.8,-0.1,-0.8,0.6,0.3,2.2,9.2,1.2

(9) Cn1ncc(Cl)c1C(=O)NC1CCCC1
(10) COc1ccc(NS(=O)(=O)c2cccc(C(=O)N/N=C/c3ccc(O)cc3)c2)cc1
(11) Cn1c(-c2ccc(F)cc2)cnc1SCC(=O)N1CCCCC1
(12) CCn1c(O)c(N=NC(=O)c2cccc(S(=O)(=O)N3CCCCC3)c2)c2ccccc21
(13) CC(CC(=O)O)CC(=O)N1CCN(S(=O)(=O)c2cccs2)CC1 (stereo not given)
(14) CCOC(=O)c1c(C)[nH]c(C)c1C(=O)CSc1ncccn1
(15) CN(C(=O)C1CCCN1S(=O)(=O)c1ccc(Cl)cc1)c1ccccc1 (stereo not given)
(16) O=C(O)CCn1cc(C(=O)O)c(-c2ccccc2)n1
screen / no.,9,10,11,12,13,14,15,16
HCV core dimer,-6,-1,1,1,-2,3,.,0
Efflux pump mplx,0.2,0.0,-0.1,0.1,-0.1,0.0,-0.1,0.2
PP1 inh,-5,2,0,7,-4,-9,-1,-3
CTSL1 counter,2,6,0,2,-1,7,.,3
EBNA-1 inhibitor,-3,10,2,0,3,-7,.,5
ZTA counter,4,-11,-8,-3,6,-9,-3,-4
TPT1 inh,-1,-1,2,-1,-1,-4,.,-1
PREPL inhibitor,0,0,-1,18,-4,10,26,9
PP5 inh,-2.3,0.4,1.6,1.1,1.5,-2.0,-0.4,-1.3

(17) c1cc(-c2cccs2)nc(-c2cccs2)c1
(18) CCOc1ccc(CCNC(=O)COC(=O)CCS(=O)(=O)c2ccc(C)cc2)cc1OCC
(19) CCOC(=O)C1=C(C)N(C)C(=O)NC1c1c(C)nn(-c2ccc(C)cc2)c1Cl (stereo not given)
(20) O=C(NC1CCN(Cc2ccccc2)CC1)c1cncc(Br)c1
(21) COc1ccc(CC(=O)Nc2cccc(/C(C)=N/NC(=O)c3cccc([N+](=O)[O-])c3)c2)cc1
(22) Cn1c(=O)[nH]c(=O)c2c1nc(N1CCN(CCO)CC1)n2Cc1ccccc1
(23) O=C(O)c1cccc2c1C(=O)c1ccccc1-2
(24) CCCN(CC(=O)Nc1ccccc1C)C(=O)c1sc2ccccc2c1Cl
screen / no.,17,18,19,20,21,22,23,24
HCV core dimer,7,-6,7,3,3,-5,0,.
Efflux pump mplx,0.0,0.0,0.2,0.0,0.0,0.0,-0.1,0.3
PP1 inh,-4,-6,3,-2,-2,-1,-2,-2
CTSL1 counter,0,-45,-1,1,-1,-1,-1,.
EBNA-1 inhibitor,4,-23,-4,4,4,2,8,.
ZTA counter,6,-19,2,7,11,-10,8,6
TPT1 inh,-2,-1,3,-2,6,1,0,.
PREPL inhibitor,-1,15,-4,4,0,7,2,-28
PP5 inh,-0.9,0.7,0.5,0.2,3.4,-2.5,-0.8,1.2

(25) CC(C)c1nc(=S)n(-c2ccccc2)[nH]1
(26) Cc1ccc(NC(=O)c2cnccn2)cc1C
(27) O=C1C(Cc2ccc(O)cc2)NC(=S)N1C1CCCCC1 (stereo not given)
(28) COc1ccc(C2=NN(c3nc4ccccc4s3)C(=O)/C2=C\N(C)C)cc1
(29) O=C(O)C1CCN(S(=O)(=O)c2cccc3nonc23)CC1
(30) CCOCCn1cnc2sc(C(=O)NCCCN3CCOCC3)c(C)c2c1=O
(31) CC(C)Cn1c(/C=C/c2ccco2)nc2ccccc21
(32) Clc1cccc(N/N=C(\Cc2nc3ccccc3[nH]2)c2ccccc2)c1
screen / no.,25,26,27,28,29,30,31,32
HCV core dimer,-1,-2,1,0,-2,-16,47*,2
Efflux pump mplx,0.1,0.1,0.1,2.5,0.1,0.1,0.4,-1.4
PP1 inh,0,-2,-4,15,-1,6,3,4
CTSL1 counter,0,-3,-3,0,-2,0,4,2
EBNA-1 inhibitor,-12,8,-3,11,-6,-12,11,-2
ZTA counter,8,6,5,15,-1,-5,1,1
TPT1 inh,1,1,0,0,-1,-5,22,-1
PREPL inhibitor,-10,-2,-2,8,3,1,4,12
PP5 inh,4.1,0.8,-1.4,-0.5,0.9,0.4,-0.2,2.2

(33) O=C(COC(=O)C1CCN(S(=O)(=O)c2ccc3c(c2)OCCO3)CC1)Nc1cccc2ccccc12
(34) COc1ccc(OCCCC(=O)Nc2cccc([N+](=O)[O-])c2C)cc1
(35) O=C(Nc1ccc(Cl)cn1)C1CCN(S(=O)(=O)c2cccs2)CC1
(36) CCN1CCN(C(=O)CS(=O)Cc2nc(-c3ccc(OC)cc3)oc2C)CC1 (stereo not given)
(37) COc1cc(/C=C(\C#N)c2nc3c(s2)CCCC3)ccc1O
(38) FC(F)(F)C(F)(F)c1nnc2ccc(-n3ccnc3)nn12
(39) COC(=O)c1nn(-c2ccc3c(c2)OCO3)cc1O
(40) COc1ccc(-c2cc3c(=O)n(CC(=O)Nc4cccc(Cl)c4)ncn3n2)cc1
screen / no.,33,34,35,36,37,38,39,40
HCV core dimer,9,-5,-1,-19,22,-2,-4,-5
Efflux pump mplx,0.1,0.1,-0.1,0.0,0.7,0.0,0.0,-0.1
PP1 inh,-2,-3,-1,-4,-9,-6,-2,0
CTSL1 counter,-3,2,3,-4,4,2,-1,-3
EBNA-1 inhibitor,0,-5,10,11,14,7,5,-2
ZTA counter,5,-15,11,3,2,0,3,2
TPT1 inh,0,-3,-6,-2,146*,-4,-2,-1
PREPL inhibitor,1,-1,-10,0,20,8,3,-5
PP5 inh,4.8,4.0,0.1,-0.2,-5.4,-0.9,1.2,3.9

# Part of the list above, with bars between the fields:
cpd | compound | HCV core dimer | Efflux pump mplx | PP1 inh | CTSL1 counter | EBNA-1 inhibitor | ZTA counter | TPT1 inh | PREPL inhibitor | PP5 inh
35 | O=C(Nc1ccc(Cl)cn1)C1CCN(S(=O)(=O)c2cccs2)CC1 | -1 | -0.1 | -1 | 3 | 10 | 11 | -6 | -10 | 0.1
33 | O=C(COC(=O)C1CCN(S(=O)(=O)c2ccc3c(c2)OCCO3)CC1)Nc1cccc2ccccc12 | 9 | 0.1 | -2 | -3 | 0 | 5 | 0 | 1 | 4.8
36 | CCN1CCN(C(=O)CS(=O)Cc2nc(-c3ccc(OC)cc3)oc2C)CC1 (stereo not given) | -19 | 0.0 | -4 | -4 | 11 | 3 | -2 | 0 | -0.2
34 | COc1ccc(OCCCC(=O)Nc2cccc([N+](=O)[O-])c2C)cc1 | -5 | 0.1 | -3 | 2 | -5 | -15 | -3 | -1 | 4.0
38 | FC(F)(F)C(F)(F)c1nnc2ccc(-n3ccnc3)nn12 | -2 | 0.0 | -6 | 2 | 7 | 0 | -4 | 8 | -0.9

# Continued.
(41) COc1ccc(O)c(C(=O)c2cnc3c(c2)c(=O)[nH]c(=O)n3C)c1
(42) Cc1ccccc1-c1nc(C#N)c(NCc2ccco2)o1
(43) CC1CCN(C(=O)Cn2c(=O)n(-c3ccc(F)cc3)c(=O)c3sccc32)CC1
(44) COc1nc(-c2ccc(C)cc2)ccc1-c1noc(-c2ccco2)n1
(45) CCOC(=O)c1c(C2CC2)csc1NC(=O)CSCc1c(C)noc1C
(46) O=C(CCCNS(=O)(=O)c1ccc(Cl)c(Cl)c1)NCCc1ccccn1
(47) CC(C)(C)c1ccc(/C=C/C(=O)O)s1
(48) Cc1nnc(Nc2ccc(S(N)(=O)=O)cc2)c2ccccc12
screen / no.,41,42,43,44,45,46,47,48
HCV core dimer,-1,1,-4,6,17,0,7,-17
Efflux pump mplx,0.2,-0.1,0.0,0.3,0.4,0.1,-0.1,0.0
PP1 inh,2,1,2,2,-3,-3,-6,1
CTSL1 counter,2,3,3,-1,1,3,1,5
EBNA-1 inhibitor,5,2,-2,1,0,2,11,-6
ZTA counter,5,6,-23,11,2,12,-6,-10
TPT1 inh,0,-2,-3,15,2,1,2,-4
PREPL inhibitor,7,8,15,-7,12,-5,-2,5
PP5 inh,3.2,4.5,-1.1,1.9,-1.8,1.1,1.2,-0.4

(49) O=S(=O)(CCc1nc2ccccc2o1)c1ccc2ccccc2c1
(50) CCN(CC)C(=O)c1[nH]cnc1C(=O)N[C@@H](CC(C)C)C(=O)OC(C)(C)C
(51) CCOc1ccc2c(c1)-c1c(ssc1=S)C(C)(C)N2C(=O)c1ccco1
(52) Cc1n[nH]c(=O)c2c(NC(=O)CSc3ccc(F)cc3)oc(C)c12
(53) O=C(CC1SC(=Nc2ccccc2)N(CCc2c[nH]c3ccccc23)C1=O)Nc1ccccc1F (stereo not given)
(54) Cc1ccc(NS(=O)(=O)c2cc(C(=O)O)ccc2Cl)c(C)c1
(55) CCC(CC)COC(=O)C1=C(C)NC(=O)NC1c1ccc([N+](=O)[O-])cc1 (stereo not given)
(56) CCC(CC)C(=O)Nc1nnc(SCC(=O)NC(C)(C)C)s1
screen / no.,49,50,51,52,53,54,55,56
HCV core dimer,2,-6,6,3,13,0,16,-1
Efflux pump mplx,0.1,0.1,-1.5,0.0,0.4,0.0,-0.1,-0.2
PP1 inh,-1,0,-1,-2,1,-4,1,-3
CTSL1 counter,2,-3,2,2,3,5,0,-2
EBNA-1 inhibitor,9,3,0,0,1,-6,10,3
ZTA counter,-5,2,7,4,-3,19,4,3
TPT1 inh,-1,0,2,1,11,-4,-1,-1
PREPL inhibitor,-34,-1,15,3,11,4,-4,6
PP5 inh,1.6,0.1,0.8,-1.0,2.0,-2.0,3.7,-1.0

(57) CCN(CC)C(=O)Cn1cc(S(=O)(=O)CC(=O)NCc2ccc(F)cc2)c2ccccc21
(58) Cc1cccc(N(CC(=O)NCc2ccccc2)C(=O)CCC(=O)Nc2nccs2)c1
(59) Cc1ccc(/C=N/NC(=O)c2ccc3nc[nH]c3c2)s1
(60) CCOC(=O)C(CC)/C(C)=N\NC(=O)c1ccccc1O (stereo not given)
(61) Cc1ccc2[nH]c(C(=O)O)c(-c3ccccc3)c2c1
(62) COC(=O)c1cc2nc(-c3ccc(OC)cc3)cc(C(F)(F)F)n2n1
(63) CCN(CC)CCC(c1ccc2c(c1)OCO2)c1c(OC)cc(OC)c2ccc(=O)oc12 (stereo not given)
(64) Cc1cccc(C)c1OCc1n[nH]c(=S)o1
screen / no.,57,58,59,60,61,62,63,64
HCV core dimer,-12,10,-2,-7,3,5,6,5
Efflux pump mplx,-0.2,0.0,0.4,0.8,0.1,0.1,0.1,0.7
PP1 inh,2,-2,-2,0,2,-1,-4,0
CTSL1 counter,1,-4,2,0,-4,0,0,-6
EBNA-1 inhibitor,4,0,-3,-14,3,-1,4,-14
ZTA counter,-11,-9,1,-1,-2,12,9,-8
TPT1 inh,-2,-1,3,0,-3,-3,-2,5
PREPL inhibitor,0,-4,10,13,-8,5,-24,11
PP5 inh,0.7,2.8,-0.4,2.5,2.9,-0.8,0.9,1.4
